Screening data: PubChem BioAssay, National Center for Advancing Translational Sciences (NCATS)
GALK inh: qHTS Assay for Inhibitors of Human Galactokinase (GALK): NCGC Sytravon Library Screen; P51570; recombinant GALK, Kinase-Glo ATP luminescence, 1 h; Potency, µM (series often up to 57.5 µM), for the others: top-dose activity, negative = inhibition, actives largely listed as inhibitors; 44,000 tested, under 10 active;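 also: plate controls were full GALK reaction for no effect and reaction lacking GALK for full effect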
Target sequence (P51570 whole entry, looked up): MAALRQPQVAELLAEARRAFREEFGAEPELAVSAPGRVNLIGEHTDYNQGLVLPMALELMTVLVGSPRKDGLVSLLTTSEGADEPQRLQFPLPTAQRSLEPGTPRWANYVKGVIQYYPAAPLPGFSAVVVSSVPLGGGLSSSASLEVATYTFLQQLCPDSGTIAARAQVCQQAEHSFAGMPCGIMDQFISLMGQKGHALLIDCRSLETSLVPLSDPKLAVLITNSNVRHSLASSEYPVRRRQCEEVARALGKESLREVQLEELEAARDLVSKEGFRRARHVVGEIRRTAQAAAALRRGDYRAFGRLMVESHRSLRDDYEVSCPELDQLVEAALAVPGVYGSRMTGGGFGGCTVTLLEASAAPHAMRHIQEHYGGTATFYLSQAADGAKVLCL
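Compounds were pinned into ATP buffer, then GALK-galactose mix was added (final 5 nM enzyme, 35 uM ATP, 100 uM galactose, pH 8.0). After 1 h at room temperature, Kinase-Glo Plus was added and luminescence read.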
FH mod: Identification of activators of human fumarate hydratase by quantitative high-throughput screening; Fumarate hydratase, mitochondrial (Homo sapiens), P07954; FH coupled MDH/diaphorase resazurin fluorescence, 15 min; Potency, µM (doses to about 79.9 µM), without a hit: at the top dose activity change, negative = inhibition, actives largely listed as inhibitors; actives 0.22% (n = 54,000); also: potency is read from the fitted curve at half-maximal effect; % is scaled to controls: 0 for no effect and ±100 for the full control effect; the screen sought activators but most active calls are inhibition curves; nearly all actives have a fitted effect of over 45% in size
Target sequence (P07954 whole entry, looked up): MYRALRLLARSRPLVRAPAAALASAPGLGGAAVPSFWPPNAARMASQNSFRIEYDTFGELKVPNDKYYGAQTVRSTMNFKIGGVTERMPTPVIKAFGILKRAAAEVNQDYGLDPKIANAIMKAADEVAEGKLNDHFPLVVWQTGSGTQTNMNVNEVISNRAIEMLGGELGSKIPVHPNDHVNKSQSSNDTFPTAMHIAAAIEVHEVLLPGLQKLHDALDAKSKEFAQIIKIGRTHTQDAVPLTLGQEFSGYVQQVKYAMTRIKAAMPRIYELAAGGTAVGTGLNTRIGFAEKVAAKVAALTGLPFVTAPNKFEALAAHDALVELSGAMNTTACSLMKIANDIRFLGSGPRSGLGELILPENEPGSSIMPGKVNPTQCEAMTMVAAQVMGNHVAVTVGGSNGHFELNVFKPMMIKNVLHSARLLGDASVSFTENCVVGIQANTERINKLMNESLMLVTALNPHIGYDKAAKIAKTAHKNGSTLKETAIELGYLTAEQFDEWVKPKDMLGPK
NTMT1 inh: Primary qHTS for Inhibitors of N-terminal methyltransferase 1 (NTMT1): MTaseGlo Assay; AID 1645870, 2021; N-terminal Xaa-Pro-Lys N-methyltransferase 1 (Homo sapiens), Q9BV86; NTMT1 MTase-Glo SAH luminescence, purified enzyme; actives 2.5% (n = 59,000); Potency, µM (titrated, usually from 114 µM), inactives show at the top dose activity change, negative = inhibition, usual class: inhibitors;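 also: potency is read from the fitted curve at half-maximal effect; plate controls were DMSO vehicle for no effect and no enzyme for full effect; nearly all actives have a fitted effect of over 65% in size; many of its hits are not listed in these tables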
p53null 32C tox: qHTS Screen for Compounds that Selectively Target Cancer Cells with p53 Mutations: Cytotoxicity of p53 Null Cells at the Permissive Temperature. H1299-neo p53 null cells, ATP luminescence, 24 h, 32C. AID 903, 2007. actives 0.62% (n = 55,000). Potency, µM (top dose mostly 46.1 µM), for the others: top-dose activity change, negative = cytotoxicity, hits mostly cytotoxic;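 also: potency is read from the fitted curve at half-maximal effect; 0% = DMSO only and -100% = full killing by 100 µM tamoxifen; nearly all actives have a fitted effect of over 55% in size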
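ATP-content luminescence in p53-null H1299-neo cells after 24 h compound exposure (up to 46 uM) at 32C permissive temperature; 0% and 100% killing set by DMSO and 100 uM tamoxifen; Hill-equation AC50.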
PTAP-TSG101 blk: qHTS Validation Assay for Inhibitors of HIV-1 Budding by Blocking the Interaction of PTAP/TSG101: Sytravon Library Screen | 44,000 tested, under 10 active | Potency, µM (top dose mostly 115 µM), for inactives: at the top dose activity change, negative = inhibition, most hits filed as inhibitors | Fluorescence polarization, FITC-PTAP peptide/Tsg101, 20 min | AID 1347069, 2019; also: potency is read from the fitted curve at half-maximal effect; 0% is about no effect
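FITC-labeled PTAP peptide (50 nM final) binding to Tsg101 binding domain (10 uM final) read by fluorescence polarization after 20 min at r.t. in HEPES pH 7.5 buffer. Actives by CRC class, <25 µM.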
B2AR arrestin ag: qHTS assay of beta-arrestin-biased ligands of beta2-adrenergic receptor: NCGC Sytravon Library Screen; HTLA Tango cells, beta-arrestin recruitment, luciferase luminescence, 18 h; 44,000 tested, under 10 active; Potency, µM (top dose mostly 46.1 µM), without a hit: at the top dose activation, most hits filed as activators; AID 1347077, 2019;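 also: potency is read from the fitted curve at half-maximal effect; 0% = DMSO and full agonism = EC100 isoproterenol or metaproterenol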
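Luminescence read-out: arrestin recruitment to recombinant beta2-AR releases tTA, inducing luciferase. Cells exposed 18 hr at 37 degrees C to up to 46 microM compound; %Activity from corrected signal, concentration-response curves classified by r2, magnitude and efficacy.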
p53null 39C tox: qHTS Screen for Compounds that Selectively Target Cancer Cells with p53 Mutations: Cytotoxicity of p53 Null Cells at the Nonpermissive Temperature; AID 904, 2007; H1299 p53-null (neo) cells, 39C, ATPlite viability, 24 h; actives 0.97% (n = 55,000); Potency, µM (top dose mostly 46.1 µM), inactives show at the top dose activity, negative = cell killing, usual class: cytotoxic;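 also: potency is read from the fitted curve at half-maximal effect; 0% = DMSO only and -100% = full killing by 100 µM tamoxifen; nearly all actives have a fitted effect of over 50% in size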
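Following overnight plating at 37C (600 cells/well), H1299-neo or H1299-p53A138V cells are dosed up to 46 uM. Incubation lasts 24 hr at 39C before ATP detection.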
Starred values were filed as active, the others as inactive; ? = inconclusive; nt = not tested or not shown; [ ] = another dose, or the depositor's remark. Calls follow the shape of the dose curve; as a rule, active = well fitted curve in the direction sought with a large enough effect; inconclusive = small, poorly fitted or top-dose-only effect, or another doubt; inactive = no such curve, though single readings can be large; an effect the other way counts as inactive or inconclusive.

Values run as follows: GALK inh | FH mod | NTMT1 inh | p53null 32C tox | PTAP-TSG101 blk | B2AR arrestin ag | p53null 39C tox
Cc1ccc(Cc2nc3ccccc3nc2SCC(=O)N2CCN(c3ccccc3F)CC2)cc1
→ -5.9% | nt | nt | 5.3% | 1.5% | 0.2% | 7.0%
COC(=O)c1ccccc1-n1c(CCC(=O)O)ccc1-c1ccccc1
→ 2.0% | 17.8% | -5.9% | -5.3% | 0.5% | -0.6% | 4.7%
COc1ccc(-c2cc(C(=O)Nc3c(C)nn(Cc4ccc(F)cc4)c3C)no2)cc1OC
→ -0.7% | nt | nt | 4.7% | -3.9% | -2.1% | -6.2%
COc1ccc(-c2cc(C(F)(F)F)nc(NCc3ccc(Cl)cc3)n2)cc1
→ 3.1% | ? | 11.7% | 4.8% | 0.5% | 0.3% | 19.5%
CC(=O)N1c2ccc(S(=O)(=O)N3CCCCCC3)cc2CC1C(=O)NC(C)C (centres undefined)
→ 1.7% | 0.1% | -0.2% | ? | 0.4% | -1.0% | -2.8%
CCCN(Cc1cccs1)C(=O)Nc1cc(OC)ccc1OC
→ -12.6% | -6.3% | -16.1% | 1.4% | -0.2% | -2.4% | 24.1%
CCOc1cc(C(=O)NCCc2sc(-c3ccc(F)cc3)nc2C)cc(OCC)c1OCC
→ -0.8% | -6.3% | 10.7% | -8.6% | -1.7% | 1.4% | 2.8%
O=C(CCS(=O)(=O)c1ccc(Br)s1)Nc1cc(C(F)(F)F)cc(C(F)(F)F)c1
→ -1.3% | ? | 10.3% | 5.5% | -4.2% | 0.9% | ?
O=[N+]([O-])c1cc(-c2nc(-c3ccco3)no2)ccc1NCc1ccccc1
→ 3.3% | -4.7% | -4.8% | -9.1% | 0.6% | -2.9% | ?
Cc1coc2cc3oc(=O)c(CCC(=O)NCc4ccc(Cl)cc4)c(C)c3cc12
→ 1.2% | nt | nt | -10.2% | -7.4% | -0.4% | -4.1%
COc1ccc(N2CCN(C(=O)CCC(=O)NNc3nc4ccccc4c4nc(C)nn34)CC2)cc1
→ 0.8% | -15.6% | 4.7% | -3.6% | -3.6% | -0.9% | -5.1%
COc1cc2oc(=O)c(CC(=O)NCCc3ccccc3F)c(C)c2cc1OC
→ -9.9% | nt | nt | 5.7% | -4.2% | 0.1% | -2.8%
CCCN1CN=C(NS(=O)(=O)c2ccc(NC(C)=O)cc2)NC1
→ 0.2% | -4.4% | -2.9% | nt | -2.1% | -2.3% | nt
COc1cc(OC)c(N(C)C(=O)CCNC(=O)Cn2cnc3ccccc3c2=O)cc1Cl
→ 0.2% | 1.6% | 4.8% | -2.3% | -0.7% | 0.1% | -2.3%
Cn1c(Oc2ccccc2)nc2c1c(=O)n(Cc1ccc(Cl)cc1Cl)c(=O)n2C
→ 2.4% | -9.9% | -29.9% | 10.4% | 0.9% | 0.4% | -0.4%

Three compounds from above, ordered by formula weight, smallest number first.
Values run as follows: GALK inh | FH mod | NTMT1 inh | p53null 32C tox | PTAP-TSG101 blk | B2AR arrestin ag | p53null 39C tox
Cn1c(Oc2ccccc2)nc2c1c(=O)n(Cc1ccc(Cl)cc1Cl)c(=O)n2C
→ 2.4% | -9.9% | -29.9% | 10.4% | 0.9% | 0.4% | -0.4%
COc1ccc(-c2cc(C(=O)Nc3c(C)nn(Cc4ccc(F)cc4)c3C)no2)cc1OC
→ -0.7% | nt | nt | 4.7% | -3.9% | -2.1% | -6.2%
COc1cc(OC)c(N(C)C(=O)CCNC(=O)Cn2cnc3ccccc3c2=O)cc1Cl
→ 0.2% | 1.6% | 4.8% | -2.3% | -0.7% | 0.1% | -2.3%

Further records follow.
Values run as follows: GALK inh | FH mod | NTMT1 inh | p53null 32C tox | PTAP-TSG101 blk | B2AR arrestin ag | p53null 39C tox
CCC1=Nc2cc(C(=O)NC3CCC(C)CC3)ccc2Sc2ccc(C)cc21 (centres undefined)
→ 1.5% | -21.6% | 16.0% | 21.8% | -3.6% | -2.3% | 20.1%
COc1ccc(-c2noc(C3CC(=O)N(c4ccc5c(c4)OCCO5)C3)n2)c(OC)c1 (centres undefined)
→ 1.8% | -8.0% | -0.8% | -6.3% | -5.5% | 0.5% | -20.0%
Cc1cccc(N(C)C(=O)Cn2c(=O)oc3cc(S(=O)(=O)N4CCCCC4)ccc32)c1
→ -10.3% | -5.3% | -4.8% | -0.9% | -4.6% | -0.4% | -12.4%
COc1cc(C2NC(=O)c3c(sc4c3CCN(C)C4)N2)ccc1OC(=O)c1ccccc1 (centres undefined)
→ -13.0% | ? | ? | -4.0% | 14.0% | 0.6% | -10.5%
O=C(NCc1ccco1)c1ccc2c(c1)N(Cc1ccccc1)C(=O)c1ccccc1S2(=O)=O
→ 8.1% | -8.2% | 12.4% | -3.3% | -5.5% | -2.1% | -28.3%
Cc1ccc(NC(=O)Nc2nc3c(s2)CCCCCC3)cc1C
→ -1.1% | 24.3% | 13.2% | -3.2% | 1.8% | 0.4% | 3.9%
COc1ccc(N2CCN(C(=O)CSc3n[nH]c(-c4ccccc4Cl)n3)CC2)cc1
→ 1.8% | 10.9% | -13.7% | -4.9% | 0.3% | -0.5% | 7.1%
CCC(Sc1nnc2c(n1)[nH]c1ccccc12)C(=O)Nc1ccccc1OC (centres undefined)
→ -19.7% | ? | 0.8% | 40.0%[activator] | -11.8% | 6.8% | ?
Cc1ccc(C)c(Nc2nn3c(=O)c4ccc(C(=O)NCc5ccccc5)cc4nc3s2)c1
→ 3.9% | 2.0% | -22.8% | 3.2% | 0.1% | 0.7% | 12.1%
COc1ccc(-n2c(SCC(=O)NCc3ccco3)nc3c([nH]c4ccccc43)c2=O)cc1
→ 0.5% | 7.2% | -16.1% | -7.5% | -3.6% | -1.0% | -1.4%
CC1=C(C(=O)OC2CCCCCC2)C(c2cccc(Cl)c2)CC(=O)N1 (centres undefined)
→ 0.3% | 0.2% | 1.0% | -14.7% | -0.9% | -2.2% | ?
COc1ccc(OCC(=O)Nc2nnc(S(=O)(=O)N3CCc4ccccc43)s2)cc1
→ 3.4% | -22.0% | 8.7% | 3.4% | 2.6% | 0.2% | 1.4%
COc1ccc(OC)c(-c2noc(N3CCN(c4cccc(C)c4C)CC3)n2)c1
→ 0.1% | -19.3% | ? | 5.9% | 0.8% | -0.4% | 4.9%
O=C(c1cccs1)N(Cc1cccnc1)c1nc2ccc(F)cc2s1
→ -1.8% | -21.8% | 5.8% | -1.8% | -2.3% | -3.6% | -12.6%
CC(=O)c1cccc(NC(=O)c2noc3c2CSc2ccccc2-3)c1
→ 2.4% | 6.1% | 2.6% | -10.2% | 1.1% | -3.0% | 12.7%
CC(=O)N1c2ccccc2CC1C(=O)N1CCN(c2ccccc2)CC1 (centres undefined)
→ 0.5% | 2.1% | -3.0% | 4.4% | -1.6% | -0.5% | -1.6%
O=C(Cn1c(-c2cccs2)cc2cc(Cl)ccc21)NCc1ccccc1
→ 0.2% | -3.1% | 4.7% | 0.4% | 3.1% | -0.5% | -18.0%
Cc1cccc(CNC(=O)c2ccc(-c3nc(CS(=O)(=O)c4ccccc4)c(C)o3)cc2)c1
→ -0.8% | -21.5% | -4.5% | -6.6% | 2.1% | -0.9% | 11.2%
COc1ccc(-c2nc(CSCC(=O)N3CCN(c4cccc(C)c4C)CC3)c(C)o2)cc1OC
→ 3.1% | ? | -10.4% | 97.3%[activator] | 0.3% | -1.2% | -10.9%
COc1ccc(NC(=O)CC2C(=O)N(c3ccc(F)cc3)C(=O)N2CCc2sccc2C)cc1 (centres undefined)
→ -1.1% | -18.6% | -1.1% | 3.6% | -1.1% | -0.4% | -10.0%
Cc1ccccc1NC(=O)Cn1c(=O)n(Cc2ccco2)c(=O)c2cccnc21
→ -11.3% | -4.5% | ? | -1.7% | 3.9% | -1.7% | -8.1%
Cc1cccc(C)c1OCC(=O)Nc1c(C(=O)c2ccc(Br)cc2)oc2ccccc12
→ ? | -20.6% | 8.7% | -4.9% | 1.0% | -1.2% | ?
CCCCN(Cc1ccccc1)S(=O)(=O)c1cc(Br)cc2c1N(C(C)=O)CC2
→ -0.5% | -19.7% | -3.0% | 13.7% | 1.3% | 0.9% | 33.4%[activator]
Cc1cc2c(n1-c1ccc(C(=O)NCCc3ccccc3)cc1)CCC(C)C2 (centres undefined)
→ -0.5% | -25.3% | -4.0% | -0.4% | 0.0% | 6.3% | -17.9%
CCOc1ccccc1CNC(=O)CCC(=O)N1CCSc2ccccc21
→ 1.0% | -10.9% | 1.2% | -0.3% | -3.5% | 0.6% | -8.9%
CCn1nc(C)c(CCN(C)C(=O)Nc2cc(OC)c(OC)c(OC)c2)c1C
→ 1.7% | -10.1% | 2.0% | 1.7% | -0.4% | -0.5% | 6.5%
COc1ccccc1C(=O)Oc1ccc(C(c2c(C)[nH][nH]c2=O)c2c(C)[nH][nH]c2=O)cc1
→ -12.8% | -5.6% | -0.1% | 2.4% | -6.9% | -1.2% | 3.9%
Cc1nn(S(=O)(=O)c2ccc(Br)cc2)c(C)c1S(=O)(=O)N1CCCCCC1
→ 1.1% | 3.0% | 5.0% | 3.2% | 0.2% | -1.1% | 28.7%
O=C(CSc1n[nH]c(-c2ccccc2Cl)n1)N1CCN(c2ccc(F)cc2)CC1
→ 0.6% | ? | 3.6% | 6.0% | 1.9% | -0.6% | 10.3%
CCCN(CCC)c1nc(-c2ccccc2F)nc2ccccc12
→ 1.0% | -17.7% | -1.8% | -9.6% | -1.7% | 0.5% | -6.5%
CCN(CC)CCOC(=O)c1ccc(NC(=O)c2cc3c(=O)n(CC)c4ccccc4c3s2)cc1
→ -1.7% | -15.9% | -4.0% | 0.7% | 0.8% | -0.4% | -7.1%
CC(=O)c1cc2c(cc1N/C(=N/S(=O)(=O)c1ccccc1)c1ccc(Cl)cc1)OCO2
→ -4.6% | -18.8% | 15.7% | -0.9% | -0.7% | 5.1% | 17.7%
Cc1c(C(=O)Nc2cccc(C#N)c2)sc2nc3n(c(=O)c12)CCCCC3
→ 3.9% | -7.3% | ? | 1.7% | -2.0% | 0.4% | ?
Cc1ccc(CN2CCCn3nc(C(=O)NCCc4ccccc4C)cc3C2=O)cc1
→ -2.7% | 5.7% | -19.6% | -6.1% | -1.5% | -0.5% | 3.7%
CCOc1ccc(CCNC(=O)c2ccc3c(c2)N(Cc2ccc(F)cc2)CCS3)cc1
→ -3.1% | -17.1% | 12.6% | 1.2% | -4.6% | 0.4% | -4.1%

Some of the compounds tested; count on the stated rates, not on these rows.
